GDH-TPI inh = inhibits GDH-TPI coupling enzymes, artifact for Mtb FBA screen; GDH-TPI coupled enzyme counterscreen, NADH absorbance; inhibition, % at 4.8 µM; 360,000 compounds, 1.2% hits; AID 588335; in the data active means inhibition above about 30%;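 further: 0% = DMSO wells and 100% = wells lacking the enzyme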
Vc quorum ag = induces V. cholerae light production without autoinducers | activation, % at 18.7 µM | V. cholerae BH1578 lux reporter, luminescence, 6 h | 350,000 compounds, 0.16% hits | AID 588436; in the data active means activation mostly above about 9.7%, no sharp cut-off; inconclusive means no clear call, values can overlap the other calls; inactive means mostly below about 3.7%; further: not every result past the cut was called active; inactives centre near 0; reference of the scale not given here
TcdB inh = blocks C. difficile toxin B glycohydrolase activity; AID 652162; P18177; TcdB glycohydrolase enzymatic assay, plate reader; inhibition, % at 9.99 µM; 350,000 compounds, 0.24% hits; in the data active means inhibition above about 10%
Y pestis TopoI = inhibitors of Yersinia pestis topoisomerase I | 360,000 compounds, 0.064% hits | activity, % at 10 µM | Y. pestis Topo-I cleavage product accumulation, plate reader | AID 504884; in the data active means activity above about 50%, passing the limit was not always enough; inconclusive means no clear call, values can overlap the other calls; further: inactives centre near 2
Mtb UGM inh = Mtb UDP-galactopyranose mutase inhibition | purified UGM, fluorescence polarization probe displacement | inhibition, % at 10 µM | 320,000 compounds, 0.06% hits; in the data active means inhibition above about 10%, passing the limit was not always enough; inconclusive means no clear call, values can overlap the other calls
PfHsp40 yeast = compounds rescuing yeast from Plasmodium falciparum HSP40 toxicity | S. cerevisiae expressing PfHsp40, growth rescue, ATP luminescence | growth rescue, % at 12.5 µM | 340,000 compounds, 0.68% hits | AID 504582; in the data active means growth rescue above about 28%, passing the limit was not always enough; inconclusive means no clear call, values can overlap the other calls;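 further: yeast W303a lacking pdr1 and pdr3 grown in galactose medium; growth measured after three days at 30 °C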
Mtb FBA inh = inhibitors of M. tuberculosis fructose-bisphosphate aldolase | P9WQA3 | purified M. tuberculosis FBA, fluorescence read-out | inhibition, % at 1 µM | 360,000 compounds, 2.3% hits | AID 588726; in the data active means inhibition above about 27%;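 further: 0% = vehicle and 100% = reference inhibitor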
FadD28 FP inh = inhibitors of Mycobacterium tuberculosis FadD28 bisubstrate binding | inhibition, % at 12.5 µM | FadD28 bisubstrate probe binding, fluorescence polarization | AID 588549 | 360,000 compounds, 0.22% hits; in the data active means inhibition above about 8.5%, passing the limit was not always enough; inconclusive means no clear call, values can overlap the other calls
BioA inh = blocks M. tuberculosis BioA enzyme activity; purified M. tuberculosis BioA enzyme, plate reader; inhibition, % at 9.99 µM; 360,000 compounds, 0.096% hits; in the data active means inhibition above about 40%; inconclusive means no clear call, values can overlap the other calls
* hit, by the source's call; i = inactive; ? = inconclusive; nt = not tested or not shown.

SMILES	GDH-TPI inh	Vc quorum ag	TcdB inh	Y pestis TopoI	Mtb UGM inh	PfHsp40 yeast	Mtb FBA inh	FadD28 FP inh	BioA inh
CCCCC12CN3CC(C)(CN(C1)C31C(=O)N(C)c3ccc(C)cc31)C2=O (centres undefined)	-7	i	nt	6	-1.0	-0.3	2	0.2	nt
CN(C)c1ccc(/C=C(/C(=O)c2ccc(Cl)cc2Cl)n2cncn2)cc1	-7	i	nt	2	nt	5.8	-41	-0.4	nt
S=C(NCCc1ccccc1)N1Cc2ccccc2-n2nncc2C1	-6	i	0.7	-2	nt	nt	-2	-4.3	1.6
CC(NC(=O)COc1ccccc1)C1COc2ccccc2O1 (centres undefined)	-10	i	nt	14	2.6	-0.1	-3	-3.3	1.1
CN(C(=O)c1cnc(N2CCN(c3ncccn3)CC2)c2ccccc12)c1ccc(Cl)cc1	8	-1.3	nt	16	-1.3	0.8	-2	-0.4	-0.2
Oc1cccc2cc(Nc3ccccc3)cnc12	6	-2.3	0.9	-7	nt	nt	1	-0.8	0.2
COc1cccc(N2CCN(C(=O)c3ccc(CSc4nc5ccncc5[nH]4)cc3)CC2)c1	8	-0.5	0.5	22	-1.4	2.0	6	-1.4	0.0
O=C(NNS(=O)(=O)c1ccccc1)c1ccc(O)cc1	-4	-0.2	0.5	-1	nt	-1.3	2	-2.2	-1.0
Cc1cccc(CCNC(=O)C2CCC(=O)N2Cc2ccc(F)cc2)c1 (centres undefined)	8	-0.5	0.3	-13	1.6	1.4	3	-0.1	-0.2
Cc1ccc(-n2c(SCCN)nnc2-c2cccc(C)c2)cc1	-4	-0.4	0.7	18	0.5	-0.4	0	-2.6	3.5
CS(=O)(=O)N(C(=O)NC(=O)NC12CC3CC(CC(C3)C1)C2)C1CCCCC1	1	-0.7	1.1	7	-1.4	-0.4	-2	3.1	nt
Cc1ccc(S(=O)(=O)N2CCOCC2)cc1C(=O)NCc1cccs1	-5	-0.7	-0.7	-3	-1.3	0.1	3	-1.6	nt
C=CCn1c(SCn2nnc3ccccc3c2=O)nnc1C1CCCCC1	6	i	nt	5	-2.2	0.4	0	-0.2	1.0
Cc1ccc2c(c1)N(CCC(=O)NCc1ccccn1)C(=O)CO2	-8	-0.3	nt	7	0.2	-0.2	-2	-4.4	-0.7
Cc1cc(NC(=O)CCC(=O)N(CCc2ccccc2)C(C(=O)NC2CCCC2)c2ccco2)no1 (centres undefined)	7	i	nt	5	-0.5	-0.7	1	-1.8	-3.1
COc1ccc(C)cc1-n1nnnc1SCc1csc(C)n1	-5	-1.8	nt	-5	-1.3	-0.2	-13	-3.0	-0.2
Cn1nnnc1CCOCCc1nnnn1C	-6	-0.3	nt	-4	-1.2	-0.6	-1	-4.4	-0.1
CCO/N=C(\C)c1c(O)c2ccccc2n(C)c1=O	3	i	nt	7	2.7	-1.3	-2	2.1	0.9
CCN(CC)C(=S)NCCc1ccccc1	2	-0.5	-0.3	1	-1.0	-0.6	0	-0.3	nt
CS(=O)(=O)Cc1ccc(C(=O)Nc2cccc(-c3nc4ccccc4[nH]3)c2)cc1	-5	-0.3	-6.5	-4	-0.2	-0.5	1	-20	1.8
CCN(CC)C(=O)c1[nH]cnc1C(=O)N[C@@H](C)C(=O)OC(C)(C)C	11	-0.5	1.6	7	4.4	0.4	1	1.3	0.1
COc1ccc(-c2nn3c(-c4ccccc4)nnc3s2)cc1	-5	i	nt	5	0.4	3.8	5	-1.6	-0.1
CCOC(=O)C1=C[C@@H](C(C)(C)C)N(S(=O)(=O)c2ccc(C)cc2)[C@H]1c1ccc(C)cc1	nt	nt	1.8	nt	nt	nt	-2	-2.0	-0.2
COc1ccccc1CN1CC(C(=O)NCc2cc(C(C)C)no2)CCC1=O (centres undefined)	8	-0.8	0.4	1	1.4	-1.7	1	0.2	-0.1
COc1ccc2c(CC(=O)Nc3ccccc3OC)coc2c1	-3	i	0.7	3	0.4	-0.1	-1	-2.8	-0.7
COc1cccc(NC(=O)c2sc3nc4n(c(=O)c3c2C)CCC4)c1	12	-2.6	1.3	-7	0.3	0.3	3	-2.0	1.7
COc1ccc(S(=O)(=O)NCC(=O)O)cc1C(=O)NC1CCCCC1	0	0.6	nt	-4	0.7	-1.7	-1	-2.0	3.6
Cc1cccc(-c2noc(CCC(=O)NCc3ccccc3)n2)c1	-1	-0.5	nt	6	0.5	-0.2	-1	-1.5	-0.7
CCCCCCCCC(NC(=O)c1ccc(C#N)cc1)C(=O)NCCC (centres undefined)	-7	3.9	-1.4	-11	-2.8	1.3	4	-0.9	-0.7
Cc1cc2nnc(SCC(=O)Nc3ccc(Cl)cc3)n2c(N)n1	-3	-0.2	-0.5	1	1.4	0.4	-4	-0.4	-0.3
CC(C)(C)OC(=O)C[C@@H]1C/C=C\C[C@H](CC(=O)N(CCO)Cc2ccccc2)C(=O)N[C@@H](c2ccccc2)COC1=O	11	-3.6	1.4	28	-0.6	0.0	4	-1.3	-0.5
COc1ccc2[nH]c(C(=O)N3CCC(n4nccc4NC(=O)C4CC4)CC3)c(C)c2c1	1	-2.2	0.6	-2	0.1	0.1	2	0.3	1.1
CCCNC(=O)CCc1cc(C(C)(C)C)c(O)c(C(C)(C)C)c1	0	-0.3	2.7	3	5.6	11	0	-1.8	nt
COc1ccccc1/C=N/NC(=O)c1cc2c(OC)c(OC)ccc2[nH]1	34*	i	-1.3	-20	-1.6	0.4	-2	-3.7	0.4
Cc1ccc(C(=O)Nc2nc(-c3ccccc3)c(-c3ccccc3)o2)cc1	5	i	nt	5	-0.7	?	2	-1.1	nt
CC1(C)C(=O)NCCN1C(=O)CSc1nccc(-c2ccc(Br)cc2)n1	7	-11	nt	18	0.3	-0.5	0	1.5	21

Record cards (already shown):
COc1ccc2[nH]c(C(=O)N3CCC(n4nccc4NC(=O)C4CC4)CC3)c(C)c2c1 as listed: GDH-TPI inh: 1; Vc quorum ag: -2.2; TcdB inh: 0.6; Y pestis TopoI: -2; Mtb UGM inh: 0.1; PfHsp40 yeast: 0.1; Mtb FBA inh: 2; FadD28 FP inh: 0.3; BioA inh: 1.1
COc1ccc(S(=O)(=O)NCC(=O)O)cc1C(=O)NC1CCCCC1 as listed: GDH-TPI inh: 0; Vc quorum ag: 0.6; TcdB inh: nt; Y pestis TopoI: -4; Mtb UGM inh: 0.7; PfHsp40 yeast: -1.7; Mtb FBA inh: -1; FadD28 FP inh: -2.0; BioA inh: 3.6

(continued)
SMILES	GDH-TPI inh	Vc quorum ag	TcdB inh	Y pestis TopoI	Mtb UGM inh	PfHsp40 yeast	Mtb FBA inh	FadD28 FP inh	BioA inh
COCCNC(=S)N/N=C(\C)c1ccc(Cl)c(Cl)c1	3	i	1.6	-7	-0.2	3.1	-2	-4.1	nt
O=Cc1ccc(OCC(=O)NC(=O)NC2CCCCC2)cc1	-8	i	nt	-8	-2.8	0.4	-6	-5.0	-1.2
Cc1cc(OC(C)C(=O)NCCCn2ccnc2)c2c(C)c(C)c(=O)oc2c1 (centres undefined)	11	-1.2	1.1	-1	-0.1	-0.3	79*	-4.5	0.3
Cc1cccc(NC(=O)N2CCc3ccccc3C2)c1C	2	-0.5	-0.1	3	-4.0	1.8	3	-1.3	-2.6
CCn1cc(C(=O)OCC(=O)N(C)Cc2ccccc2)c(=O)c2ccc(C)nc21	-7	i	0.5	-1	2.2	13	4	-3.8	nt
CN(CC(=O)Nc1ccccc1Br)CC(=O)NC(c1ccccc1)c1ccccc1	4	0.7	1.5	49	nt	1.4	1	-2.1	-0.5
O=C(N/N=C/c1c(O)n(-c2ccccc2)c(=S)[nH]c1=O)c1ccccc1	14	-0.6	1.2	-4	0.4	0.5	2	-1.2	0.6
O=C(Nc1nnc(-c2ccco2)o1)C1CC1	10	-0.3	10*	-2	-3.5	-1.1	-3	-0.9	0.2
CCOC(=O)N/N=C/c1ccc(OCCSc2ccc(Cl)cc2)c(OC)c1	4	-0.1	nt	-2	0.0	1.0	1	-0.2	nt
CC(=O)Nc1cccc(NC(=O)C(=O)Nc2ccc3c(c2)N(C(=O)C2CC2)CCC3)c1	7	i	1.7	-1	nt	nt	0	-1.6	nt
Cc1ccccc1NC(=O)Nc1cc(S(N)(=O)=O)ccc1C	0	0.0	1.1	7	-0.7	-0.6	1	-4.2	-0.7
COc1cccc(NC(=O)c2oc3ccc(S(=O)(=O)N4CCOCC4)cc3c2C)c1	1	-0.3	0.8	1	-0.6	3.3	-1	-3.6	nt
Cc1ccccc1NC1=C(Cl)C(=O)N(C2CCCCC2)C1=O	4	-0.9	nt	16	1.0	2.4	2	-1.7	nt
COC(c1ccccc1)c1nnc(CCC(=O)N(C)CCc2ccccc2)o1 (centres undefined)	5	-0.1	0.5	1	-2.8	0.2	0	-0.8	nt
CC(C)c1nc(C(=O)N2CCCC(N3CCN(c4cccc(Cl)c4)CC3)C2)cs1 (centres undefined)	-1	i	1.7	43	-0.1	-0.1	-1	-0.8	0.7
COc1ccccc1CC(=O)Nc1ccc(-c2noc(COc3ccc(Cl)c(C)c3)n2)cc1	11	-1.4	nt	-2	0.5	-0.7	-4	-0.4	-3.0
O=C(CSc1n[nH]c(-c2ccco2)n1)Nc1ccccc1F	-2	i	-0.2	3	1.4	-0.4	2	-2.4	-2.5
Cc1ccc(CS(=O)(=O)CCC(=O)NCCc2ccccc2)cc1	-2	i	1.7	7	0.7	-0.6	1	-1.4	-1.4
COC(=O)c1[nH]c2cc(OC)ccc2c1N=CN(C)C	12	2.0	0.1	7	-1.0	-0.4	5	0.6	nt
COc1ccc([N+](=O)[O-])cc1NC(=O)C(C)N1CCCC1 (centres undefined)	4	-0.5	0.2	-2	2.2	0.8	-1	-0.5	3.7
COC(=O)Nc1nncs1	12	-0.2	1.5	4	-1.1	0.5	50*	-2.2	-6.0
OC(c1ccc(Cl)c(Cl)c1)c1ncc(-c2ccc(C(F)(F)F)cc2)[nH]1 (centres undefined)	0	-0.7	1.8	-28	nt	nt	-2	-11	-1.4
Cc1cc(N/C=C2\CCCCC2=O)no1	26	i	-0.8	4	0.6	-1.1	0	-1.8	0.7
COc1cccc(NC(=O)CN(c2cccc(C(F)(F)F)c2)S(C)(=O)=O)c1	-2	-0.3	nt	-1	-0.4	-0.1	1	-2.8	5.0
CCc1cc(C(=O)Nc2nc(-c3ccccn3)cs2)sc1C	13	i	-0.5	-14	1.0	365*	4	-4.6	-2.1
CCn1cc(CN2CCCC(C(=O)c3ccc(-c4ccccc4)c(F)c3)C2)cn1 (centres undefined)	-3	-0.1	0.1	13	-4.8	12	1	-2.8	0.0
c1ccc(OCCn2c(-c3ccco3)nc3ccccc32)cc1	9	-1.8	3.3	34	-0.7	2.0	11	-0.9	1.1
CN(C)CCCNS(=O)(=O)c1ccc(NC2CCCCCC2)c([N+](=O)[O-])c1	-3	0.2	-6.5	-26	-2.5	-0.3	-2	-1.7	1.7
COc1ccc(CNC(=O)CCCNC(=O)c2ccc(Cl)cc2)cc1OC	3	-0.4	0.7	6	0.8	0.0	1	-0.2	0.1
O=C(COc1ccc(Br)cc1)N(CCO)CCO	2	i	0.9	-1	1.0	-1.7	3	0.7	nt
COc1ccccc1N=CC1=C(O)CC(c2ccccc2)CC1=O (centres undefined)	17	i	0.2	4	0.8	-0.5	-2	0.9	-1.4
COc1cccc2c1C(=O)c1c(O)c3c(c(O)c1C2=O)C[C@@](O)(C(=O)CO)C[C@@H]3OC1CC(N)C(O)C(C)O1 (some centres undefined)	3	i	-15	-41	nt	2.6	-2	53*	nt
COc1ncnc2c1oc1nc(CC(C)C)c3c(c12)CCCC3	-2	-0.4	nt	1	nt	-0.7	-4	-1.9	-1.7
CC1(C)CC(=O)C2=C(C1)OC(N)=C(C#N)C2C1CC=CCC1 (centres undefined)	-1	i	-0.5	5	0.9	-1.6	8	1.1	1.4
COc1ccc(/C=N/NC(=O)c2c(C)nc3ccc(Br)cn23)cc1OC	46*	-0.7	1.0	7	-3.0	-0.4	-2	-0.2	nt

Source: PubChem BioAssay

Not a hit list, and some 4.6% of all compounds hit somewhere here.
